N-glyco inh: N-linked glycosylation inhibition. AID 588692. reporter increase, % at 12.5 µM. hit rate 0.23% among 360,000. D54 ERlucT glycosylation luciferase reporter, 24 h; percent of 100 nM tunicamycin response;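 active = mean luciferase reporter signal, scaled so untreated is 0 and the glycosylation-blocking control 100, at or above a set limit in every replicate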;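 also: luciferase carries N-glycosylation sites so blocking glycosylation raises the light; 0% = median of neutral control wells and 100% = median of 100 nM tunicamycin wells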
MC4R antagonist: blocks human MC4R cAMP signaling. P32245. MC4R-expressing cells, MTII-stimulated cAMP, LANCE TR-FRET. inhibition, % at 6.5 µM. hit rate 0.48% among 360,000;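 active = inhibition above its plate's cutoff, the mean of tested wells on that plate plus 3 SD, cut at about 29% in these data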;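 also: 0% = Melanotan II alone and 100% = Melanotan II plus saturating MCL0020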
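Material: human MC4R-expressing U2OS cells. Probe or stimulus: Melanotan II challenge. Dosing: 6.5 µM single dose. Times: 30-min compound, 1-h challenge, 1-h detection, room temperature. Technique: TR-FRET with Eu-cAMP and labeled anti-cAMP, 671 nm. Replication: singlicate.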
CaV13 FRET inh: Primary screen for inhibitors of IQ motif and Ca2+-dependent inactivation inhibitor domain binding in CACNA1D, Förster resonance energy transfer in living cells, …. HEK cells, CFP/YFP FRET ICDI-IQ, plate reader, 10 min; percent FRET-ratio fall versus neutral wells. inhibition, % at 12.3 µM. hit rate 0.098% among 340,000;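 active = mean replicate inhibition of at least 30% and at least 1% of replicates passing that level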;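 also: 0% = median of the neutral control wells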
Exocytosis inh: lytic granule exocytosis inhibition; TALL-104 LAMP-1 surface exposure, flow cytometry; cells stimulated with thapsigargin and PMA; inhibition, % at 10 µM; hit rate 0.66% among 360,000;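 active = inhibition above about 55%, limit read from the data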
m5-HT2A agonist: activates the mouse 5-HT2A serotonin receptor; P35363; CHO-K1 mHTR2A beta-arrestin complementation, luminescence; percent of 30 µM serotonin response; activation, % at 7.6 µM; hit rate 0.66% among 360,000;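 active = activation above a run cutoff, the mean activation of all tested compounds plus 3 SD, cut at about 14% in these data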;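 also: 0% = plate median of compound wells and 100% = 30 µM serotonin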
Target sequence (P35363 whole entry, looked up): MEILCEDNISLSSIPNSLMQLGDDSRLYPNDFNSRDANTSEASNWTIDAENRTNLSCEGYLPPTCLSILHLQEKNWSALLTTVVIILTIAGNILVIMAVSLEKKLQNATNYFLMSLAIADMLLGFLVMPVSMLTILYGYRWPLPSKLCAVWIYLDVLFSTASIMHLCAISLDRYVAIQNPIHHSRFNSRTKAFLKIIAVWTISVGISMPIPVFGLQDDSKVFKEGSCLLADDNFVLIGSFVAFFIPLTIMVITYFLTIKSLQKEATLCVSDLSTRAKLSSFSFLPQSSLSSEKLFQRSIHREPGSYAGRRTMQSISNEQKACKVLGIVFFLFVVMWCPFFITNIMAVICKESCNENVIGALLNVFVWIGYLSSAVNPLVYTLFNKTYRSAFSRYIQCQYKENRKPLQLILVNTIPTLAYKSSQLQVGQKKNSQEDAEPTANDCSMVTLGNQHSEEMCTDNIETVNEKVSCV
MC4R barr agon: agonists of human melanocortin 4 receptor (MC4R) beta-arrestin; U2OS MC4R beta-arrestin complementation, luminescence; percent of melanotan II response, DMSO zero; P32245; hit rate 0.98% among 360,000; AID 540308; activation, % at 8.9 µM;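 active = activation above a per-plate cutoff, the mean activation of sample wells on that plate plus 3 SD, cut at about 8% in these data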
ABHD5-PLIN5 inh: blocks binding of human ABHD5 to perilipin-5 | Split G. princeps luciferase complementation, luminescence, 4 h | inhibition, % at 4 µM | hit rate 0.78% among 360,000 | AID 602281;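 active = inhibition above the mean inhibition across every tested compound plus 3 SD, cut at about 22% in these data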;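 also: 0% = DMSO only wells and the 100% control is not disclosed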
ABCB6 inh 2: blocks the human ABCB6 transporter. Q9NP58. K562-ABCB6 porphyrin accumulation, flow cytometry, 1 h; stronger effect = lower value. fluorescence ratio to DMSO, % at 10 µM. hit rate 0.19% among 360,000;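 active = fluorescence ratio to DMSO below 75%, the collection mean minus 3 SD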;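 also: signal is porphyrin accumulated inside mitochondria; 100% equals median channel fluorescence of DMSO control wells; lower ratio means ABCB6 inhibition with less porphyrin fluorescence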
PDI inh: PDI (human) enzyme inhibition. PDI insulin aggregation turbidity, A650, 90 min. inhibition, % at 10 µM. hit rate 0.052% among 350,000. AID 588391;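 active = mean inhibition across replicates of 30% or more, whatever share of single replicates reach that level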;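 also: absorbance from insulin aggregation driven by PDI reduction with DTT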
Target sequence (P07237 whole entry, looked up): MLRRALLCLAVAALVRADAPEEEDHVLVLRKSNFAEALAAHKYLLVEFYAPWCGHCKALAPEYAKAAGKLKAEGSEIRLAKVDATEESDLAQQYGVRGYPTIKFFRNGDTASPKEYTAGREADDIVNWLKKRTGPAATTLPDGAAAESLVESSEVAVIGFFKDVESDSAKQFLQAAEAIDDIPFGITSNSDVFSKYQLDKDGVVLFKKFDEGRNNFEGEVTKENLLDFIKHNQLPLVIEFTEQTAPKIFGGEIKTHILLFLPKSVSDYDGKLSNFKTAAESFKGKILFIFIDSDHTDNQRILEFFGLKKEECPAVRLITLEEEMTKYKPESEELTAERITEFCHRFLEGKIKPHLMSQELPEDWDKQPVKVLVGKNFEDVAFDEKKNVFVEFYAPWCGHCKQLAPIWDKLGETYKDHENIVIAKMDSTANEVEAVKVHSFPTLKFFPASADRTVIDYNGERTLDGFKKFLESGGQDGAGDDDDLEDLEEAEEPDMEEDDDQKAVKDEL
Cardio protect: protects H9c2 cardiomyocytes from peroxide injury; protection from H2O2 cell death, % at 20 µM; hit rate 0.63% among 360,000; H2O2 injury protection, ATPLite, 2 h;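 active = compounds giving at least 50% protection of heart cells from peroxide-induced death in the single-dose screen, raw or plate-pattern-corrected value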;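 also: 0% = DMSO wells with peroxide and 100% = DMSO wells without peroxide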
* hit, by the source's call; x = not tested or not shown; & = joins results of further samples.

SMILES	N-glyco inh	MC4R antagonist	CaV13 FRET inh	Exocytosis inh	m5-HT2A agonist	MC4R barr agon	ABHD5-PLIN5 inh	ABCB6 inh 2	PDI inh	Cardio protect
CS(=O)(=O)c1sc(C#N)c2c1C(=O)CC(c1ccccc1)C2 (centres undefined)	-19	33*	-13	42	-10	-2.4	57*	105	-4	-19
COc1cc2c(cc1OC)C(c1ccc(-c3ccccc3Cl)o1)=NCC2	-5	-16	-16	38	-7	3.9	0	100	-14	-8
CC(=O)CSc1nnc2c3ccccc3nc(C(C)(C)C)n12	-1	0	-2	0	11	-0.8	2	91	2	3
CC(=O)NC1(C(F)(F)F)N=C(c2ccccc2)NC1=O (centres undefined)	0	7	-5	-1	1	-0.2	-2	95	3	3
O=C(CSc1nc2ccccc2c(=O)n1-c1ccc(F)cc1)NC1CC1	-1	6	-2	-3	-5	0.5	-2	103	3	-6
COc1ccc(C2=NOC(Cn3nc(C(=O)NCc4ccccc4OC)cc3-c3ccccc3)C2)cc1 (centres undefined)	-2	13	-10	20	5	0.2	0	92	-4	3
Cc1ccccc1NC(=O)c1ccc(NC(=O)C2CCCO2)cc1 (centres undefined)	1	-6	x	5	-3	-1.6	-9	100	5	-2
O=C(N/N=C/c1ccco1)c1cc(C2CC2)[nH]n1	-3	0	-5	-6	-4	-1.8	-4	98	5	-8
Cc1cccc(OCC(=O)NCCN2CCOCC2)c1	-2	12	-8	2	-4	-0.8	-3	96	0	2
CC(C)c1ccc(-n2nc3ccc(N)cc3n2)cc1	-13	5	-2	1	0	0.0	-6	100	4	-27
CCOC(=O)c1nn(-c2ccccc2C)c2nc(-c3ccc(C)cc3)c(C#N)c(=O)n12	-1	23	x	2	-2	2.4	-6	118	-2	-3
Cc1ncsc1CCSc1n[nH]c(=O)n1-c1ccccc1	-3	3	x	7	-2	-2.4	1	95	0	-5
COC(=O)CC1(c2cccc3ccccc23)C(=O)c2ccccc2C1=O	8	14	x	1	-2	-0.8	3	90	-3	16
COc1ccc(-c2csc3nc(-c4ccccc4F)oc(=O)c23)cc1	1	7	-5	-5	-2	-1.8	0	98	-6	-6
O=C(O)CCCCCNS(=O)(=O)c1c(Cl)cccc1Cl	-1	10	-5	2	0	0.1	-4	98	6	5
O=C(CC1NCCNC1=O)Nc1ccc(Cl)c(Cl)c1 (centres undefined)	2	3	-2	0	-1	-1.6	-4	98	2	-1
O=C(Nc1ccc(NC(=O)C2CC2)cc1)c1ccco1	-3	15	-6	-8	-8	2.5	0	97	5	-10
Cc1cccc(NS(=O)(=O)c2cccs2)n1	1	7	-9	-1	-2	0.4	0	95	0	-1
O=C(COc1ccccc1-c1ccccc1)NN=C1CCCC1	0	-3	-2	0	-2	-1.0	-4	93	2	2
O=C(CCS(=O)(=O)c1ccccc1)Nc1nc2cc3c(cc2s1)OCO3	-3	4	-4	-1	6	-0.1	3	99	13	8
CC(C)(C)n1nnnc1C(c1cccs1)N1CCN(c2ccccc2)CC1 (centres undefined)	-2	-1	x	-1	-1	-0.7	-1	88	13	2
O=C(Nc1cccc(F)c1)C1CCCN(S(=O)(=O)c2cnc[nH]2)C1 (centres undefined)	2	15	-4	-5	4	-2.1	5	96	-18	-6
CCCCN(C(=O)c1ccc(S(=O)(=O)N2CCOCC2)cc1)C1CCS(=O)(=O)C1 (centres undefined)	0	4	-16	-3	1	0.0	2	98	1	3
COC(=O)C1=C(C)N(C)C(=O)NC1c1cc(Cl)cc(Cl)c1OC (centres undefined)	1	-2	x	-1	0	-0.4	-3	91	12	3
O=C(Nc1ccc2c(c1)OCO2)c1ccc(Cl)s1	-9	0	-9	-3	5	0.4	4	93	-11	-11
COc1ccc2c(c1)OC(O)(C(F)F)CC2=O (centres undefined)	-1	-4	-9	-4	2	-1.8	10	101	9	7
O=C(NCCc1ccc(Cl)cc1)c1ccc(NC2=NC3CS(=O)(=O)CC3S2)cc1 (centres undefined)	0	7	-10	-1	2	0.1	4	102	x	1
CC(NCCC1(C(C)C)CCOC(C)(C)C1)c1cccs1 (centres undefined)	-1	-1	-2	3	-8	-1.5	1	101	12	11
O=C(CCCN1C(=O)/C(=C/c2ccccc2Cl)SC1=S)NNC(=O)c1ccc(Cl)cc1	0	23	-3	1	0	-1.7	4	105	-5	-15
COc1ccc(CCN(C)c2ccc(C(N)=O)cc2[N+](=O)[O-])cc1OC	-1	2	10	-2	-1	-0.8	11	89	-1	-6
CCC(=O)NC1=C(Nc2ccc(N)cc2)C(=O)c2ccccc2C1=O	-5	-42	-20	-1	8	-0.6	-1	104	-3	-17
Cc1ccc(/C=C2\SC(=S)N(CCC(=O)NNC(=O)c3cccnc3)C2=O)cc1	-3	15	-5	0	3	0.1	-4	94	7	-20
COc1ccc(-c2nc(-n3c(C)c(C(C)=O)c(C(C)=O)c3C)sc2C)cc1	-3	1	-5	-1	3	2.0	4	95	6	-9
Cc1ccc2nc(NC(=O)CN3CCOCC3)sc2c1	-6	-1	-6	-8	4	-0.4	2	94	4	-2
COC(=O)c1ccc(N2CCOCC2)c(NC(=O)c2ccc(Br)o2)c1	0	5	-5	6	5	-3.7	-1	91	6	-1
COc1cc(C(=O)NCc2nnc(SCC(=O)NCc3ccccc3)o2)cc(OC)c1OC	2	4	-1	-7	-1	2.1	12	100	-4	5
CSC1=NCCN1C(=O)c1ccc(S(=O)(=O)N(C)C)cc1	-3	5	-2	2	3	0.1	-3	101	x	6
CCOc1ccc(CCNC(=O)COC(=O)C2CCN(S(=O)(=O)c3ccc(C)c(C)c3)CC2)cc1OCC	4	-3	-6	0	0	0.7	1	94	-4	2
COc1ccccc1-c1c(C)oc2cc(OCC(=O)OCc3ccccc3)ccc2c1=O	-1	37*	x	7	3	0.2	1	99	-8	-11
Cc1ccc(-n2c(C)cc(C(=O)OCC(=O)N(CC(C)C)C3CCS(=O)(=O)C3)c2C)cc1 (centres undefined)	-2	4	-5	0	-7	-1.2	2	96	3	-1

Sorted by the number under m5-HT2A agonist (descending): three of the compounds above
Molecule	N-glyco inh	MC4R antagonist	CaV13 FRET inh	Exocytosis inh	m5-HT2A agonist	MC4R barr agon	ABHD5-PLIN5 inh	ABCB6 inh 2	PDI inh
CCC(=O)NC1=C(Nc2ccc(N)cc2)C(=O)c2ccccc2C1=O	-5	-42	-20	-1	8	-0.6	-1	104	-3
COC(=O)c1ccc(N2CCOCC2)c(NC(=O)c2ccc(Br)o2)c1	0	5	-5	6	5	-3.7	-1	91	6
COc1ccccc1-c1c(C)oc2cc(OCC(=O)OCc3ccccc3)ccc2c1=O	-1	37*	x	7	3	0.2	1	99	-8

(continued)
SMILES	N-glyco inh	MC4R antagonist	CaV13 FRET inh	Exocytosis inh	m5-HT2A agonist	MC4R barr agon	ABHD5-PLIN5 inh	ABCB6 inh 2	PDI inh	Cardio protect
Cc1cc(NS(=O)(=O)c2ccc(NC(=O)c3cc(-c4ccccc4Cl)nc4ccccc34)cc2)no1	2	2	-5	2	4	-1.9	5	94	2	3
O=C(Nc1ccccc1C(=O)Nc1ccccc1)c1ccco1	1	1	-7	-10	-1	-1.2	13	93	15	-1
CCN(CC(=O)Nc1c(F)cccc1F)C(=O)c1ccc(COc2ccccc2)cc1	-1	6	-4	5	-6	1.2	3	98	10	13
COc1ccc(NC(=O)COC(=O)C23CCC(=O)N2c2ccccc2S3)cc1 (centres undefined)	1	7	-6	-10	4	-1.8	-3	99	0	6
CCCNC(=O)C1(C)CCN(Cc2cccc(OC(=O)c3ccccc3)c2)C1 (centres undefined)	5	5	-4	4	-11	-3.1	-2	105	-2	-6
CC(/C=C\c1cccnc1)=C/C(=O)O	0&4	-3&9	-3&-4	3&0	3&0	1.1&-0.7	4&3	100&104	0&-1	2&0
COC(=O)c1cc(C(=O)OCC(=O)NC(=O)c2ccccc2)cc([N+](=O)[O-])c1	5	9	-4	4	2	-3.9	0	95	1	15
CC(=O)N/C(=C\c1ccc(Cl)cc1)C(=O)O	3	-3	-20	9	1	0.8	4	89	1	2
CCn1c(CC(=O)Nc2ccc(C)cc2)nnc1SCC(=O)N1CCN(c2ccccc2)CC1	3	5	-3	0	1	1.3	2	92	3	-3
O=C(Nc1cccc2cccnc12)c1cc(F)c(F)cc1Cl	-1	12	-21	-10	0	1.2	-4	100	-7	3
Cc1cc(C)n(C(=O)c2ccc(C)o2)n1	3	-2	-4	-2	5	-1.4	0	96	-4	-2
COc1cccc(C2Nc3ccc4ccccc4c3C3=C2C(=O)CCC3)c1O (centres undefined)	0	-5	-2	18	8	4.7	0	101	-14	14
COc1ccc2cc(C(=O)O)ccc2c1	2	2	-6	-1	3	1.2	1	99	10	6
COCCCNC(=O)Cn1cnc2c(NCc3ccccc3)ncnc21	2	0	-5	-9	2	-1.1	2	96	0	1
Cc1ccccc1NC(=O)NC1CCS(=O)(=O)C1 (centres undefined)	1	-3	-7	2	3	1.0	2	101	6	0
O=C(/C=C/c1ccccc1)CC(=O)c1ccccc1	6	9	-6	-21	-4	-0.3	13	96	4	28
Cc1cc(NC(=O)COC(=O)Cn2[nH]c(=O)c3ccccc3c2=O)c([N+](=O)[O-])cc1C	0	0	-7	-11	0	-1.5	6	90	23	93*
Cc1ccccc1-c1n[nH]c(=S)n1C	2	0	-3	2	6	-0.6	-2	99	4	-5
O=C(CCS(=O)(=O)CCN1CCOCC1)NCNC(=O)CCS(=O)(=O)CCN1CCOCC1	0	2	-11	0	1	-2.2	0	100	1	2
COc1ccc(C2(c3ccc(OC)cc3)NC(=O)N(CC(=O)Nc3ccc(N4CCOCC4)cc3)C2=O)cc1	-2	8	-6	-20	-12	0.1	9	100	1	2
CCN(CC)C(=O)Oc1ccccc1NC(C)=O	1	3	-4	0	2	-1.6	2	88	-1	-1
O=c1[nH]c2ccccc2cc1CN(c1ccccc1)S(=O)(=O)c1ccccc1	-5	3	-2	2	-5	1.4	-2	96	-8	4
CCn1c(=S)[nH]c2cc(S(=O)(=O)N3CCCCC3)ccc21	23	-1	-8	-2	-1	-0.1	-8	93	4	-6
CCOc1cc(N2CCOCC2)c(OCC)cc1NC(=O)COC(=O)CCOc1cc(C)ccc1C	0	9	-5	-4	5	-2.2	-3	100	0	-3
Cc1ccc(C(=O)NCc2ccc(F)cc2)s1	0	0	-20	2	14	-1.1	-1	94	7	5
Cc1ccc(NC(=O)c2cc(N3C(=O)C=CC3=O)ccc2N2CCOCC2)cc1Cl	-5	54*	-17	42	-5	-1.4	22	90	3	-13
Cc1ccc(Cl)cc1NS(=O)(=O)Cc1ccccc1	0	-4	-4	-12	-3	1.5	-7	99	-3	-7
CCOc1ccc(-c2nnc(NC(=O)C3CCCC3)o2)cc1	-3	-3	-3	-21	1	-1.6	-2	98	2	6
COc1cc(OC)c(OC)cc1/C=C/C(=O)c1ccc(NS(=O)(=O)c2ccc(C)cc2)cc1	-3	9	-12	13	8	-1.8	13	123	5	-9

Records listed above shown as hits in ABHD5-PLIN5 inh:
SMILES,N-glyco inh,MC4R antagonist,CaV13 FRET inh,Exocytosis inh,m5-HT2A agonist,MC4R barr agon,ABHD5-PLIN5 inh,ABCB6 inh 2,PDI inh
CS(=O)(=O)c1sc(C#N)c2c1C(=O)CC(c1ccccc1)C2 (centres undefined),-19,33*,-13,42,-10,-2.4,57*,105,-4

Compound activity deposited in PubChem BioAssay by several laboratories.
